PABP1 MLLE inh: inhibitors of microRNA-mediated deadenylation, human PABP1 MLLE binding | AID 588489 | GST-MLLE / FITC-PAM2 fluorescence polarization | 0.36% of 360,000 active | inhibition, % at 20 µM | P11940; in the data active = inhibition above about 35%, passing the limit was not always enough;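 note: plate controls were DMSO wells with GST-MLLE for no effect and wells lacking GST-MLLE protein for full effect; some results filed as inactive read as strong as hits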
eLon inh: inhibitors of E. coli Lon protease; P0A9M0; purified E. coli Lon protease, fluorescence polarization; inhibition, % at 7.94 µM; 0.42% of 360,000 active; AID 602123; in the data active = inhibition above about 13%, passing the limit was not always enough;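 note: 0% = enzyme with probe and DMSO and 100% = no enzyme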
bovine MsrA act: activates bovine MsrA enzyme. 0.3% of 360,000 active. purified bovine MsrA, absorbance read-out. AID 602163. activation, % at 10.6 µM; in the data active = activation above about 7.5%;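 note: 0% = vehicle and 100% = reference activator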
CendR NRP1 mod: NRP-1/CendR interaction modulation. 0.85% of 360,000 active. O14786. inhibition, % at 25 µM. FAM-RPARPAR peptide binding to NRP-1, fluorescence polarization;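 active = inhibition or corrected inhibition above about 18%, plus a signal ratio from 0.5 to 1.5, limit read from the data, passing the limit was not always enough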; note: strong numbers were not always called active
FAS-TE inh: FAS thioesterase (human) inhibition; 0.67% of 360,000 active; recombinant FAS-TE, OMFH fluorogenic substrate, fluorescence endpoint; inhibition, % at 15 µM; P49327;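 active = compounds whose normalised, plate-corrected inhibition of enzyme fluorescence in the single-dose primary screen is 50% or more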;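 note: 0% = DMSO with enzyme and 100% = substrate without enzyme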
TbMetRS inhib: Trypanosoma brucei MetRS inhibition; purified T. brucei MetRS, ATP depletion, Kinase-Glo luminescence; inhibition, % at 11.9 µM; 0.4% of 360,000 active; AID 624268;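 active = inhibition above a per-plate cutoff of the control wells' mean inhibition plus 3 SD, cut at about 5.5% in these data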;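 note: 0% = DMSO wells median and 100% = median of wells with control inhibitor compound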
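System: purified T. brucei MetRS enzyme / Detection: Kinase-Glo luciferase luminescence reporting remaining unconsumed ATP / Medium: HEPES buffer with MgCl2, KCl, DTT, spermine, BSA, pyrophosphatase / Replication: singlicate, one well per compound / Evaluation: percent inhibition relative to median high and low control wells / Schedule: 2 h aminoacylation at 25 °C after 15 min preincubation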
MT1-MMP act inh: MT1-MMP (human) activation inhibition. P50281. HT1080 RFP-PRO-GFP cells, GFP/RFP ratio fluorescence, overnight; percent of plate control window, DMSO zero. GFP/RFP ratio change, % at 20 µM. 0.061% of 360,000 active. AID 651647;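 active = GFP/RFP ratio change of at least 30% with cell ATP level not reduced by more than half and red fluorescence within 50% of control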; note: strong numbers were not always called active
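Test system: HT1080 cells expressing an RFP-PRO-GFP fluorescent reporter construct / Compound dosing: single-point 20 µM compound, 1% DMSO / Schedule: cells overnight before dosing, compound overnight, 37 °C, 5% CO2 / Evaluation: GFP/RFP fluorescence ratio / Control set: DMSO and RFP-L50D-GFP cell wells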
SKN-1 block: inhibitors of C. elegans SKN-1 | C. elegans VP596 Pgst-4::GFP/RFP ratio, acrylamide-induced, 24 h | inhibition, % at 21.8 µM | 0.49% of 360,000 active | AID 624304;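 active = interference check ratio from 0.5 to 1.5 plus GFP to RFP signal ratio inhibition reaching or exceeding a fixed threshold, cut at about 30% in these data, passing the limit was not always enough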; note: some compounds called inactive have numbers as strong as hits
MsrA inhibitor: inhibits bovine methionine sulfoxide reductase A; inhibition, % at 15.5 µM; AID 651718; purified bovine MsrA, absorbance read-out; 0.75% of 360,000 active; in the data active = inhibition above about 4.5%;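 note: 0% = vehicle wells with enzyme and 100% = reference inhibitor wells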
* = called active by the depositor; / = not tested or not shown. Compounds were not picked by outcome. About 4% of those tested had a hit in this group.

SMILES	PABP1 MLLE inh	eLon inh	bovine MsrA act	CendR NRP1 mod	FAS-TE inh	TbMetRS inhib	MT1-MMP act inh	SKN-1 block	MsrA inhibitor
C=CCn1c(=O)c2c(C)c(C)sc2n2c(Nc3ccccc3)nnc12	-108	1	-2	7	-1	-1.1	-5	7	-0.3
Cc1ccc(S(=O)(=O)CCC(=O)OCC(=O)N(C)C2CCS(=O)(=O)C2)cc1 (stereo unspecified)	0	-4	-7	0	-2	-0.2	-2	-1	-0.3
CCCOCCOC(=O)c1[nH]c2c(c1C)C(=O)CC(c1cc(OC)ccc1OC)C2 (stereo unspecified)	7	-1	-2	-9	11	-0.5	4	21	0.4
Cc1c(/C=N/NC(=O)c2cccs2)c2ccccc2n1Cc1ccccc1Cl	-10	2	-3	6	-6	1.1	/	6	-0.8
COc1cc(OC)cc(C(=O)Nc2ccc(-n3cnnn3)c(C)c2)c1	2	-2	-3	1	-3	-1.1	4	8	0.2
O=C(Nc1ccccc1)c1ccc(=O)n(Cc2ccc(F)c(F)c2)c1	-14	-5	-2	17	4	9.6*	-1	-2	1.0
CC(C)(C)CC(C)(C)c1ccc(O)c(Cc2ccc(Cl)cc2Cl)c1	8	0	-3	23	31	0.5	-16	-8	-1.2
COc1ccc(Cn2ccnc2SCC(=O)NC2CCCCC2)cc1	-43	-1	-12	8	-6	-0.8	0	-5	0.1
NC(=O)c1cc(NC(=O)CCNS(=O)(=O)c2cccc(C(F)(F)F)c2)cc(C(N)=O)c1	-6	-7	-1	4	-5	0.4	5	-2	-1.0
COc1ccc(S(=O)(=O)N2CCSC2)cc1C	-2	2	-2	10	-8	0.1	-14	0	-0.1
Cc1nccn1C(c1ccccc1)c1ccccc1	6	1	-3	12	-5	-0.4	-6	-2	1.0
Cc1ccc(S(=O)(=O)Cn2nnnc2C(C(C)C)N2CCN(Cc3ccco3)CC2)cc1 (stereo unspecified)	16	1	-1	5	2	1.3	-5	17	1.5
CCCN(CC(=O)Nc1ccccc1C)C(=O)c1ccc2ccccc2n1	16	-9	-1	-13	-4	-0.4	23	11	0.2
Cc1cc(Cl)ccc1N(CC(=O)N(C)Cc1ccccc1)S(C)(=O)=O	5	-6	0	7	2	-0.2	4	8	0.6
COc1ccc(CNC(=O)C(c2ccncc2)N(C(=O)Cc2cccs2)c2cccc(C)c2)cc1 (stereo unspecified)	7	-6	0	-4	7	0.0	-5	3	2.8
Cc1ccc(S(=O)c2ccc(C)cc2)cc1	5	-10	-1	-10	-7	0.2	-6	-18	0.2
COc1ccc(NC(=O)C2CCCN(c3ncccn3)C2)cc1 (stereo unspecified)	34	-3	-1	-4	-4	0.3	-1	12	0.5
CC(C)(C)OC(=O)N1CCC(c2c(C(=O)NCC3CCN(C4CCCC4)C3)cnn2-c2ccc(F)cc2)CC1 (stereo unspecified)	-52	5	-4	4	-4	0.0	1	4	-0.7
Cc1ccc(-n2ncc(C(=O)Nc3cc(Cl)ccc3C)c2C2CCNCC2)cc1C	1	-11	-2	1	-8	0.3	-10	-2	1.9
CCc1ccc(-c2cc(C)no2)cc1S(=O)(=O)Nc1ccc(C)cn1	3	-7	-1	3	2	0.3	2	11	-0.8
CN(C)c1ccc(S(=O)(=O)NCC(=O)OCC(=O)Nc2cccc(Cl)c2)cc1[N+](=O)[O-]	-7	2	-1	1	-7	1.2	2	6	-0.6
CCC(CC)C(=O)N=C1SC2CS(=O)(=O)CC2N1CCc1ccc(OC)cc1 (stereo unspecified)	-2	3	-3	-4	6	0.8	3	-4	-0.9
C=C(C)C1Cc2cc3ccc(=O)oc3cc2O1 (stereo unspecified)	7	-13	5	2	-2	-0.7	2	3	1.3
O=C(COc1ccccc1Cl)Nc1ccccc1C(=O)NC1CC1	6	-18	-1	2	1	-0.3	-2	-6	-0.3
Oc1c(CN2CCOCC2)cc(CN2CCOCC2)c(O)c1O	19	7	-5	12	-7	-0.1	4	5	-0.1

Not a retest: 14 of the compounds above.
SMILES	PABP1 MLLE inh	eLon inh	bovine MsrA act	CendR NRP1 mod	FAS-TE inh	TbMetRS inhib	MT1-MMP act inh	SKN-1 block	MsrA inhibitor
Cc1nccn1C(c1ccccc1)c1ccccc1	6	1	-3	12	-5	-0.4	-6	-2	1.0
Cc1ccc(S(=O)(=O)Cn2nnnc2C(C(C)C)N2CCN(Cc3ccco3)CC2)cc1 (stereo unspecified)	16	1	-1	5	2	1.3	-5	17	1.5
CCCN(CC(=O)Nc1ccccc1C)C(=O)c1ccc2ccccc2n1	16	-9	-1	-13	-4	-0.4	23	11	0.2
Cc1cc(Cl)ccc1N(CC(=O)N(C)Cc1ccccc1)S(C)(=O)=O	5	-6	0	7	2	-0.2	4	8	0.6
COc1ccc(CNC(=O)C(c2ccncc2)N(C(=O)Cc2cccs2)c2cccc(C)c2)cc1 (stereo unspecified)	7	-6	0	-4	7	0.0	-5	3	2.8
Cc1ccc(S(=O)c2ccc(C)cc2)cc1	5	-10	-1	-10	-7	0.2	-6	-18	0.2
COc1ccc(NC(=O)C2CCCN(c3ncccn3)C2)cc1 (stereo unspecified)	34	-3	-1	-4	-4	0.3	-1	12	0.5
CC(C)(C)OC(=O)N1CCC(c2c(C(=O)NCC3CCN(C4CCCC4)C3)cnn2-c2ccc(F)cc2)CC1 (stereo unspecified)	-52	5	-4	4	-4	0.0	1	4	-0.7
Cc1ccc(-n2ncc(C(=O)Nc3cc(Cl)ccc3C)c2C2CCNCC2)cc1C	1	-11	-2	1	-8	0.3	-10	-2	1.9
CCc1ccc(-c2cc(C)no2)cc1S(=O)(=O)Nc1ccc(C)cn1	3	-7	-1	3	2	0.3	2	11	-0.8
CN(C)c1ccc(S(=O)(=O)NCC(=O)OCC(=O)Nc2cccc(Cl)c2)cc1[N+](=O)[O-]	-7	2	-1	1	-7	1.2	2	6	-0.6
CCC(CC)C(=O)N=C1SC2CS(=O)(=O)CC2N1CCc1ccc(OC)cc1 (stereo unspecified)	-2	3	-3	-4	6	0.8	3	-4	-0.9
C=C(C)C1Cc2cc3ccc(=O)oc3cc2O1 (stereo unspecified)	7	-13	5	2	-2	-0.7	2	3	1.3
O=C(COc1ccccc1Cl)Nc1ccccc1C(=O)NC1CC1	6	-18	-1	2	1	-0.3	-2	-6	-0.3
